Pf Dd2 growth: blocks in vitro growth of P. falciparum Dd2; Potency, µM (titrated, usually from 28.9 µM), for inactives: at the highest dose activity, negative = inhibition, most hits filed as inhibitors; hit rate 4.3% among 120,000; P. falciparum Dd2 growth, SYBR Green, 72 h; active means well fitted inhibition curve with a large enough effect; inconclusive means small, poorly fitted or top-dose-only effect; inactive means no such curve, though single readings can be large or run the other way;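 further: plate controls were DMSO vehicle for no effect and reference drug for full effect; nearly all actives have a fitted effect of over 65% in size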
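Readout: SYBR Green fluorescence, 485 nm excitation, 535 nm emission, after ~16 h lysis at 37C. Before that, Dd2-infected red cells (2.5% hematocrit) grew 72 h with compound, 29 uM top final concentration.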
* hit, by the source's call; i = inactive; ? = inconclusive; [ ] = another dose, or the depositor's remark. Potency means the concentration at half of the fitted maximal effect.

SMILES | Pf Dd2 growth
COCCn1c(C)cnc1CCNC(=O)Cn1nc(C(F)(F)F)cc1C | i
Cc1nn(-c2ccccc2)c(C)c1CN1CCCC12Cc1ccccc1CNC2=O (configuration not stated) | 2.2µM*
COc1cccc(-c2ccc(C(=O)O)cc2)c1 | -1%[44.1 µM]
Cc1ccc2occ(-c3cc(-c4ccc(Cl)cc4)nc4c3COc3ccccc3-4)c(=O)c2c1 | 46%[activator]
O=C(c1ccc(F)cc1)N1CCC2(COc3ccncc3[S+](=O)([O-])N2)C1 (configuration not stated) | 17%
O=C(c1ccccc1F)N1CCCC(c2nn[nH]n2)C1 (configuration not stated) | -14%
Cc1ccc(CNC(=O)c2ccc3c(c2)nc2n3CCOC2)cc1 | 23%
Cc1ccc(C(=O)NC(C(=O)N2CCCC2)C2CCN(C(=O)CCc3ccccc3)CC2)cc1 (configuration not stated) | i
COCCOCC1(CNC(=O)c2cccnc2)C[C@@H](O)[C@@H](O)C1 (some centres not stated) | 6%[44.1 µM]
CCOc1cc2c(cn1)NCCN(Cc1ccc3[nH]ccc3c1)C2 | -1%[44.1 µM]
COc1ccc(C2Cn3cnc(-c4nc(-c5ccc(OC)c(OC)c5)no4)c3CO2)cc1 (configuration not stated) | ?
COc1cc(OC)c(NC(=O)NCCn2nnc3cc(S(=O)(=O)N(C)C)ccc32)cc1Cl | 1%
Cc1ccc(-c2nnc3ccc(N(C)c4cccc(C)c4)nn23)nc1 | i
Cc1c(C(=O)NCCN(C)C)oc2c1-c1nn(Cc3cccc(Cl)c3)cc1CC2 | -7%
Cc1nc(-c2c3n(c(=O)n(CC(=O)Nc4ccccc4)c2=O)CCCC3)no1 | -8%
COCCOc1cc(-c2noc([C@@H]3CCCN3C3CCN(C)CC3)n2)ccn1 | 1%[44.1 µM]
O=C(NCCc1ccccc1)C1COc2ccccc2C1 (configuration not stated) | -6%
COc1ccc(NC(=O)C(=O)NCCc2csc3nc(-c4ccccc4C)nn23)cc1 | -9%
CCn1ccc(C(=O)N2CCC(N3C(=O)C(OCC4CC4)C34CCCCC4)CC2)n1 (configuration not stated) | -25%
COc1cccc(CC(=O)NC2CCN(c3cc(-c4ccccc4)[nH]n3)C2)c1 (configuration not stated) | -16%
CCNC(=O)N1C[C@@H](Oc2ccccc2)C[C@@H]1C(=O)NCCOC | -13%
CCC(=O)N1CCCC(Cc2ncc(C)n2C(C)C)C1 (configuration not stated) | i
O=C(NCCc1ccccn1)C1CC(=O)N(c2n[nH]c3ccccc23)C1 (configuration not stated) | -10%
Cc1ccc(N2CCN(C(=O)c3cc4n(n3)CC(c3ccc(Cl)cc3)OC4)CC2)cc1 (configuration not stated) | -1%
COc1ccc(-c2noc(CN3CCN(c4ccccc4)CC3C)n2)c(OC)c1OC (configuration not stated) | -13%
COc1ccc(OC)c(NC(=O)COCc2cc(-c3ccc(F)cc3)on2)c1 | i
COc1ccc(NC(=O)c2ccc3c(SCC(=O)O)c4c(nc3c2)CCCC4)c(OC)c1 | ?
Cc1nc2ccccc2n1CCc1nc2c3ccccc3nc(SCc3ccc(C#N)cc3)n2n1 | i
COc1ccc(-c2cc(N3CCCC(NC(=O)C4CCCCC4)C3)n[nH]2)cc1 (configuration not stated) | i
Cc1cccc(OCC(=O)Nc2ccc(OCc3cc(=O)n4cc(C)ccc4n3)cc2)c1 | 1%
CCc1nc2c(c(-c3ccc(O)cc3)n1)CN(Cc1ccc(C)cc1)CC2 | ?
Cc1ccc2cc(CCC(=O)O)c(=O)[nH]c2c1 | 9%
COc1ccc(Nc2nc3c(S(=O)(=O)c4ccccc4)nnn3c3ccsc23)cc1OC | 37%[activator]
Cc1noc([C@@H]2CN(C(=O)CC(C)(C)C)C[C@H]2CO)n1 | 1%
C=CCCC(CN1CCOCC1)Oc1nccc(N(C)CC)n1 (configuration not stated) | ?
CCS(=O)(=O)N1CCc2cc(C(=O)NCc3ccccc3Cl)ccc21 | 11%
COc1cc(-c2ccno2)ccc1S(=O)(=O)N1CCN(c2ccccc2)CC1 | i
O=C(Nc1cc(Cl)cc(Cl)c1)c1cc(S(=O)(=O)N2CCC3(CC2)OCCO3)ccc1F | ?
O=C(c1ccccc1)c1ccc2nc(N3CCN(c4ccccc4)CC3)c3nncn3c2c1 | ?
Cc1cccc(OC[C@H]2C[C@@H](NC(=O)c3c(-c4ccccc4)noc3C)[C@H](O)[C@@H]2O)n1 | 3%
COc1cc(C(=O)N2CCC3(CC2)CC(=O)N(C)C3)ccn1 | -2%
COCCCNC(=O)c1ccc(Cn2c(=O)c3ccccc3n(Cc3ccc(C)cc3)c2=O)cc1 | -19%
O=C(c1cccs1)C1CCCN(Cc2nc(-c3ccccn3)no2)C1 (configuration not stated) | -20%
CN(Cc1cccc(OCC(O)CN2CCOCC2)c1)Cc1ccc2nonc2c1 (configuration not stated) | -28%
Cc1noc(C)c1Cc1ccc(C(=O)N(C)C2CCc3nnc(C)n3CC2)o1 (configuration not stated) | -16%

Part of the list above in a different format:
Molecule	Pf Dd2 growth
CN(Cc1cccc(OCC(O)CN2CCOCC2)c1)Cc1ccc2nonc2c1 (configuration not stated)	-28%
COc1cc(C(=O)N2CCC3(CC2)CC(=O)N(C)C3)ccn1	-2%

More entries follow:
SMILES | Pf Dd2 growth
O=C1CCCCC(C(=O)NCCN2CCOCC2)N1 (configuration not stated) | 5%
COc1ccc(OC)c(S(=O)(=O)N2CCCCCCNC(=O)CC2c2ccccc2)c1 (configuration not stated) | i
COCCN1C[C@H]2CN(C(=O)c3ccc(C(F)(F)F)cc3)CCN2C1=O | 43%[activator][44.1 µM]
Cc1ccccc1C1CCCN(C(=O)c2cnc(-c3cccnc3)nc2)C1 (configuration not stated) | ?
COc1cccc(Nc2cnc3ccc(N4CCOCC4)nn23)c1 | i
COc1cccc(C(=O)NCC2CCCN(Cc3cnc(C)s3)C2)c1OC (configuration not stated) | -13%
COc1ccc(-c2nc3sc(CCNS(=O)(=O)c4ccc(F)c(C)c4)c(C)n3n2)cc1 | i
CC(C)CN(CC1CN(C(=O)c2ccc(Cl)c(Cl)c2)CCO1)C(=O)c1ccc(F)cc1 (configuration not stated) | -6%
Cc1ccc2nc(-c3ccccn3)c(Nc3ccccc3C)n2c1 | 8.9µM*
CCc1nnc(CN(CC)C(=O)COc2ccc(Cl)cc2Cl)o1 | -16%
Cc1ccc(CCNC(=O)c2ccc3c(=O)n(-c4ccc(C)cc4)c(=O)[nH]c3c2)cc1 | 4%
O=[N+]([O-])c1ccccc1CN1C[C@H](O)C[C@H]1c1nc(-c2ccncc2)no1 | -28%[44.1 µM]
Cc1ccc(-n2nc(-c3c(C)nc4scc(CC(=O)NCc5ccco5)n4c3=O)cc2C)cc1 | ?
CN(C)c1cc(N2CCCC(NC(=O)c3ccccn3)C2)ncn1 (configuration not stated) | 47%[activator][5.79 µM]
O=C(c1cccnc1)N1CCC2(C1)C(=NC1CCCC1)NC(=O)N2c1cccnc1 (configuration not stated) | 16%
O=C(CCc1ccnc(N2CCCC2)c1)NCc1ccc(F)c(Cl)c1 | 3.2µM*
Cc1ccc(C)c(NC(=O)CN2C(=O)CCc3cc(S(=O)(=O)N4CCCCC4)ccc32)c1 | -10%
COc1ccc(OC(=O)c2nc(SCc3ccccc3F)ncc2Cl)cc1 | -3%
Cc1ccc(CN2CC[C@H](CO)[C@H](NC(=O)c3cccnc3)C2)s1 | -8%
CC1Oc2ccc(NC(=O)Cc3ccc(F)cc3)cc2CN(Cc2ccccc2F)C1=O (configuration not stated) | ?
CC(C)c1ccc(NC(=O)CSC2=Nc3ccccc3C3=NC(CC(=O)NCCc4ccccc4)C(=O)N23)cc1 (configuration not stated) | ?
Cc1nc(CC(=O)Nc2ccc(N(C)C)cc2)cs1 | 42%[activator]
CC1=C[C@@H](CN2CCN(c3ccccn3)CC2)[C@H](C(C)C)C[C@H]1Cc1nnc(-c2ccccc2)o1 | ?
O=C1Nc2ccc(-c3ccc4c(c3)OCO4)cc2C(=O)N2CCN(C(=O)c3cccs3)C[C@H]12 | i
O=C(O)[C@@H]1CN(C(=O)NC2CCCC2)C[C@H]1c1ccccn1 | -20%
CCCCNC(=O)CC(c1cccc(OC)c1OC)c1c[nH]c2ccccc12 (configuration not stated) | i
O=C(Nc1nnc(N2CCCCCC2)s1)Nc1ccccc1C(F)(F)F | -13%
C[C@H]1[C@@H]2[C@@H](O)C([C@H](C)C(=O)NC3CC3)CC[C@@]2(C)CC[C@@H]1NC(=O)C1CCCCC1 (some centres not stated) | i
Cc1ccccc1OCC(=O)NCC(c1ccc(Cl)cc1)N1CCCCC1 (configuration not stated) | ?
COc1ccc(N2CCOC3CCN(Cc4ccccn4)CC3C2=O)cc1 (configuration not stated) | i
O=C(NC1CCOCC1)c1cccc(S(=O)(=O)N2CCC[C@H]2CO)c1 | 5%
CC(C)c1nc2c(NC(=O)Nc3cccc(Cl)c3)cccn2n1 | -18%
C1=C(c2cc(-c3ccncc3)cn3cncc23)CCOC1 | i
CCc1cccc(C)c1NC(=O)Cn1ncc2c3ccccc3n(Cc3ccccc3)c2c1=O | -15%
CC(=O)c1cc(-c2ccccc2)n(CC(=O)Nc2ccc(C)c(C)c2)c1C | 26%
CCC(=O)N1CCc2cc(Br)cc(S(=O)(=O)CCC(=O)NCc3ccccc3OC)c21 | ?
COc1ccc(Cl)cc1NC(=O)CCC(=O)N1CCOc2ccccc21 | i
COc1cccc(OCC(=O)NC2CC(=O)N(c3ccc4c(c3)OCCO4)C2)c1 (configuration not stated) | -15%
O=C(CCc1ccccc1)N1CCC(Cc2nc(-c3ccc(F)cc3)no2)CC1 | i
C[S+](=O)([O-])N1CC2(CCCN2Cc2cccnc2)Cc2ccccc21 (configuration not stated) | ?
CC(C)CC(=O)N1C[C@@H](Oc2ccccc2)C[C@@H]1C(=O)N1CCOCC1 | -7%
COc1cn(CC(=O)Nc2cccc(C)c2)c(CN2CCCCC2)cc1=O | 93%[activator]
O=Cc1ccccc1-c1cnc2ccccc2c1 | -14%[44.1 µM]
COc1ccc(-c2cn3nc(N4CCC(C(=O)Nc5cccc(Cl)c5)CC4)sc3n2)cc1 | 3%
NCC(=O)N1CCc2nc(-c3ccco3)nc(N3CC=CCC3)c2CC1 | ?
CCOC(=O)CN1C(C(=O)c2ccccc2)=C(OC(=O)c2ccccc2)c2ccccc2S1(=O)=O | 15%
O=C(NCC1CCCO1)c1cnc2c(c1)N(C(=O)CCc1ccccc1)CCC2 (configuration not stated) | -28%[44.1 µM]
CNC(=O)Nc1ccc(C)n(CC(=O)NCc2cc(C)ccc2C)c1=O | -8%
COC(=O)C(=O)N[C@H]1C[C@@H](Cc2cc(-c3ccccc3)on2)C1(C)C | i
COc1ccc(NC(=O)C2CCN(S(=O)(=O)c3c(C)noc3/C=C/c3cccs3)CC2)cc1 | ?
COCCOC1CCN(C(=O)Nc2ccccc2F)CC1 | 7%
Cn1c(=O)c2nc(SCC(=O)Nc3cc(Cl)ccc3Cl)n(C)c2n(C)c1=O | i
N#Cc1ccc(NC(=O)COCc2cc(-c3ccc4c(c3)OCO4)on2)cc1 | 104%[activator]
O=C(NCc1cccc(F)c1)c1nc2c(o1)CCN(CCCc1ccccc1)CC2 | ?
CCC[C@H]1CN(S(=O)(=O)c2cnn(CCC)c2)C[C@@H]1N | 11µM*
CCOc1ccc(OCC)c(NC(=O)Cn2ncc3c4ccccc4n(Cc4ccccc4)c3c2=O)c1 | 18%
CC(C)NC(=O)C1c2ccccc2C(=O)N(Cc2ccco2)C12CCCC2 (configuration not stated) | -21%
CCC(=O)N1CCc2sc(C(=O)NCCCOC)cc2C1 | 20%
CCCC(O)c1nc2ccccc2n1CCCOc1ccc(Cl)cc1 (configuration not stated) | 5µM*
Cc1ccc(N2CCN(C(=O)c3c(C)oc4nc(C)nc(N5CCCC5)c34)CC2)c(C)c1 | ?

The list continues:
SMILES | Pf Dd2 growth
Cc1cccc2c1nc1n2[C@@H](CNCc2ccc(C#N)cc2)COC1 | -19%[44.1 µM]
COC1CCC12CCN(C(=O)c1ccsc1)CC2 (configuration not stated) | -1%
COc1ccccc1N1CCN(c2csc3ccc(Cl)cc3c2=O)CC1 | -17%
CCc1ccc(CNC(=O)C2COc3ccc(OC)cc3C2)cc1 (configuration not stated) | 32%[activator]

Of the compounds above, these have fluorine:
SMILES | Pf Dd2 growth
COCCn1c(C)cnc1CCNC(=O)Cn1nc(C(F)(F)F)cc1C | i
O=C(c1ccc(F)cc1)N1CCC2(COc3ccncc3[S+](=O)([O-])N2)C1 (configuration not stated) | 17%
O=C(c1ccccc1F)N1CCCC(c2nn[nH]n2)C1 (configuration not stated) | -14%
COc1ccc(OC)c(NC(=O)COCc2cc(-c3ccc(F)cc3)on2)c1 | i
O=C(Nc1cc(Cl)cc(Cl)c1)c1cc(S(=O)(=O)N2CCC3(CC2)OCCO3)ccc1F | ?
COCCN1C[C@H]2CN(C(=O)c3ccc(C(F)(F)F)cc3)CCN2C1=O | 43%[activator][44.1 µM]
COc1ccc(-c2nc3sc(CCNS(=O)(=O)c4ccc(F)c(C)c4)c(C)n3n2)cc1 | i
CC(C)CN(CC1CN(C(=O)c2ccc(Cl)c(Cl)c2)CCO1)C(=O)c1ccc(F)cc1 (configuration not stated) | -6%
O=C(CCc1ccnc(N2CCCC2)c1)NCc1ccc(F)c(Cl)c1 | 3.2µM*
COc1ccc(OC(=O)c2nc(SCc3ccccc3F)ncc2Cl)cc1 | -3%
CC1Oc2ccc(NC(=O)Cc3ccc(F)cc3)cc2CN(Cc2ccccc2F)C1=O (configuration not stated) | ?
O=C(Nc1nnc(N2CCCCCC2)s1)Nc1ccccc1C(F)(F)F | -13%
O=C(CCc1ccccc1)N1CCC(Cc2nc(-c3ccc(F)cc3)no2)CC1 | i
COCCOC1CCN(C(=O)Nc2ccccc2F)CC1 | 7%
O=C(NCc1cccc(F)c1)c1nc2c(o1)CCN(CCCc1ccccc1)CC2 | ?

Some of the compounds tested. The share of hits here may be higher or lower than overall.
